SARS 3CLpro inh = SARS-CoV 3CLpro protease inhibition | inhibition, % at 6 µM | 0.14% of 290,000 active | P0C6X7 | AID 1706 | recombinant SARS-CoV 3CLpro, quenched FRET peptide cleavage; in the data active = inhibition above about 12%
Yp Topo-I inh = inhibitors of Yersinia pestis topoisomerase I | activity, % at 10 µM | Y. pestis Topo-I cleavage product accumulation, plate reader | 0.064% of 360,000 active; in the data active = activity above about 50%, passing the limit was not always enough; inconclusive = no clear call, values can overlap the other calls; also: inactives centre near 2
TcdB inh = TcdB glycohydrolase inhibition; P18177; TcdB glycohydrolase enzymatic assay, plate reader; inhibition, % at 9.99 µM; 0.24% of 350,000 active; AID 652162; in the data active = inhibition above about 10%
Target sequence (P18177 whole entry, looked up): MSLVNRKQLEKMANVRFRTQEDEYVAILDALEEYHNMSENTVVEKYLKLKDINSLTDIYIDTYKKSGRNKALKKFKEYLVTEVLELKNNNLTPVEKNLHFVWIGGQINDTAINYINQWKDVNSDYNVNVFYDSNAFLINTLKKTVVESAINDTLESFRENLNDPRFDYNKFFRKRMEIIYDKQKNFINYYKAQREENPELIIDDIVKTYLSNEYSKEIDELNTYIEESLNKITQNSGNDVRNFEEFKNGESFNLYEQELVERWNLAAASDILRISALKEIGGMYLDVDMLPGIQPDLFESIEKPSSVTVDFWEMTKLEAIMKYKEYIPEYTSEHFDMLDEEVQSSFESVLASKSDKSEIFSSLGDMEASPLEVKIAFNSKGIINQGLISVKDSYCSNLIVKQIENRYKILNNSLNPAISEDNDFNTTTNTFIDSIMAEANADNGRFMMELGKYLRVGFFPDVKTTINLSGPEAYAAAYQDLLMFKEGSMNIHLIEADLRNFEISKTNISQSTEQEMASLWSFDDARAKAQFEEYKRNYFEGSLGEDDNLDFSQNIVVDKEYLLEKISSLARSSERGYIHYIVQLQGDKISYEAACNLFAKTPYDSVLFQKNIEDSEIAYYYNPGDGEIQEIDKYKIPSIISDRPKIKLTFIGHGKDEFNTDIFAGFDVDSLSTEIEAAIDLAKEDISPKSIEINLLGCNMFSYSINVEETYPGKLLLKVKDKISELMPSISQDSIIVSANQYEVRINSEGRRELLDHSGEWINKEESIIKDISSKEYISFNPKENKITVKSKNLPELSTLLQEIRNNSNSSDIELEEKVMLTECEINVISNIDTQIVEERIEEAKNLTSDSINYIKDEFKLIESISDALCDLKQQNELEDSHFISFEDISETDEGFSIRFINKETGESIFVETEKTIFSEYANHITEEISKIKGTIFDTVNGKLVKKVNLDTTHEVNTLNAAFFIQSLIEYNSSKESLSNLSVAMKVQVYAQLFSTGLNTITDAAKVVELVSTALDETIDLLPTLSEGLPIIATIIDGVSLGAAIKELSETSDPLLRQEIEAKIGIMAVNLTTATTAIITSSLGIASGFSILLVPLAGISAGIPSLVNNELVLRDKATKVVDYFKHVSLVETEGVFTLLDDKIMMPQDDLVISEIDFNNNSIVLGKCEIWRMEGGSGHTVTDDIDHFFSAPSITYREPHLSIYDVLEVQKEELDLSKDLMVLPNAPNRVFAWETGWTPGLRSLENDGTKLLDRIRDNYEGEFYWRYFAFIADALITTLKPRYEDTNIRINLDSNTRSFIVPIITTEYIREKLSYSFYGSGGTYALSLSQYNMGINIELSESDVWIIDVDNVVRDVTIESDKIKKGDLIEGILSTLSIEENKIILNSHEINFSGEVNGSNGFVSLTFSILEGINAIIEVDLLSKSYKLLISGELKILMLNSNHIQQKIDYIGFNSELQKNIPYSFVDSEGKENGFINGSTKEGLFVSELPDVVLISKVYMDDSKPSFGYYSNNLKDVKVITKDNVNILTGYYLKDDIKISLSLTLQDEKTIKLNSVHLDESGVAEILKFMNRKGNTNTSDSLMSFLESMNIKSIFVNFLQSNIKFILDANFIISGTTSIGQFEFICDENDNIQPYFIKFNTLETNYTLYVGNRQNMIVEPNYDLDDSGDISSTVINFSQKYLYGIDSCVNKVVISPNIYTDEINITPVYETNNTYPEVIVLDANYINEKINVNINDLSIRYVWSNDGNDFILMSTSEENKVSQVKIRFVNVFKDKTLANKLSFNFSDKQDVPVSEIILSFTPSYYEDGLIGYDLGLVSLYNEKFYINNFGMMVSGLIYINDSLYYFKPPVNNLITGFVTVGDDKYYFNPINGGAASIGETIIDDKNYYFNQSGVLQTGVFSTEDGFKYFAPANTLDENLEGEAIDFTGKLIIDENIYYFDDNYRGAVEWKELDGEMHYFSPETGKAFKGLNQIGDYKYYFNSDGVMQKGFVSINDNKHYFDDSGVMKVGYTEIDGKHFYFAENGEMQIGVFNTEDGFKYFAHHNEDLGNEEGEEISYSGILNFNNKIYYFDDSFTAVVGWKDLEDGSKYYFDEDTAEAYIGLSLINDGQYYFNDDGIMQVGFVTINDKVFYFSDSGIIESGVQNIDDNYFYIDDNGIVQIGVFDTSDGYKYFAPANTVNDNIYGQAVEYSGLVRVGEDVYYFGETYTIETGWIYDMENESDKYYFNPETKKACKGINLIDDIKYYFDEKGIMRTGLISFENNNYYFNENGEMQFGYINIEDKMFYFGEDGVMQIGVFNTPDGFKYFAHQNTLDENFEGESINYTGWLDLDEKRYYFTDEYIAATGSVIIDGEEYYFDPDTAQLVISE
PrPC TRFRET = cell surface PrPC inhibition, primary TR-FRET screen; P04156; TR-FRET read-out; inhibition, % at 13.8 µM; 0.43% of 370,000 active; in the data active = inhibition above about 24%; also: 0% = median of the test wells and 100% = reference compound wells
PriA SSB inh = K. pneumoniae PriA-SSBct interaction inhibition. AlphaScreen SSBct-PriA binding, biotinylated peptide. inhibition, % at 33 µM. 0.6% of 430,000 active. AID 1272365; in the data active = inhibition mostly above about 37%, no sharp cut-off; inactive = mostly below about 20%;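 also: plate controls were negative control peptide for no effect and reference peptide for full effect; strong numbers were not always called active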
Vc quorum ag = quorum light induction in luxS cqsA deficient V. cholerae; V. cholerae BH1578 lux reporter, luminescence, 6 h; activation, % at 18.7 µM; 0.16% of 350,000 active; AID 588436; in the data active = activation mostly above about 9.7%, no sharp cut-off; inconclusive = no clear call, values can overlap the other calls; inactive = mostly below about 3.7%; also: not every result past the cut was called active; inactives centre near 0; reference of the scale not given here
Anthrax LF inh2 = inhibitors of Bacillus anthracis lethal factor protease; AID 588501; 0.12% of 360,000 active; inhibition, % at 10 µM; multiplex microsphere protease cleavage assay, LF; P15917; also: plate controls were buffer without enzyme for full effect and enzyme alone for no effect
BoNT A protease = BoNT A light chain protease inhibition. multiplex microsphere protease substrate cleavage, flow cytometry. inhibition, % at 10 µM. 0.17% of 360,000 active; also: plate controls were buffer without enzyme for full effect and enzyme alone for no effect
PfHsp40 yeast = rescue of PfHsp40-mediated yeast toxicity; 0.68% of 340,000 active; AID 504582; growth rescue, % at 12.5 µM; S. cerevisiae expressing PfHsp40, growth rescue, ATP luminescence; in the data active = growth rescue above about 28%, passing the limit was not always enough; inconclusive = no clear call, values can overlap the other calls;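 also: yeast W303a lacking pdr1 and pdr3 grown in galactose medium; growth measured after three days at 30 °C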
* hit, by the source's call; i = inactive; ? = inconclusive; / = no result given. Rule as the data show it, unless noted: active = inhibition above about 30%; inconclusive = no clear call, values can overlap the other calls; inactive = below that.

The first six records, ahead of the listing:
SMILES	SARS 3CLpro inh	Yp Topo-I inh	TcdB inh	PrPC TRFRET	PriA SSB inh	Vc quorum ag	Anthrax LF inh2	BoNT A protease	PfHsp40 yeast
N#CCCCC#Cc1ccc2c(c1)COc1c3ccccc3nn1-2	/	33	1.3	2	-3	-0.3	0	0.1	124*
CCOC(=O)C1CCN(C(=O)COc2ccc(S(=O)(=O)NC(C)C)cc2Cl)CC1	4	6	/	23	-6	3.6	3	0.0	0.0
CC(C)CC1C(=O)N(Cc2cn(CCC3OCCO3)nn2)CCS(=O)(=O)N1Cc1ccc(-c2ccccc2)cc1 (stereo not given)	/	4	0.1	-12	/	-0.5	2	-0.3	/
C/C(=N\NC(=O)Cc1cccn1C)c1ccc2ccccc2c1	7	13	/	-4	/	-0.6	-2	0.6	-1.2
N/C(CN1CCSCC1)=N\OCc1c(F)cccc1Cl	7	3	0.5	-4	i	i	-8	1.1	-0.9
Cc1cccc2c(C(=O)N3CCN(c4ccccn4)CC3)cc(-c3cccc(Br)c3)nc12	0	-7	0.7	8	11	i	-1	-0.6	1.9

Results, from the start:
SMILES	SARS 3CLpro inh	Yp Topo-I inh	TcdB inh	PrPC TRFRET	PriA SSB inh	Vc quorum ag	Anthrax LF inh2	BoNT A protease	PfHsp40 yeast
N#CCCCC#Cc1ccc2c(c1)COc1c3ccccc3nn1-2	/	33	1.3	2	-3	-0.3	0	0.1	124*
CCOC(=O)C1CCN(C(=O)COc2ccc(S(=O)(=O)NC(C)C)cc2Cl)CC1	4	6	/	23	-6	3.6	3	0.0	0.0
CC(C)CC1C(=O)N(Cc2cn(CCC3OCCO3)nn2)CCS(=O)(=O)N1Cc1ccc(-c2ccccc2)cc1 (stereo not given)	/	4	0.1	-12	/	-0.5	2	-0.3	/
C/C(=N\NC(=O)Cc1cccn1C)c1ccc2ccccc2c1	7	13	/	-4	/	-0.6	-2	0.6	-1.2
N/C(CN1CCSCC1)=N\OCc1c(F)cccc1Cl	7	3	0.5	-4	i	i	-8	1.1	-0.9
Cc1cccc2c(C(=O)N3CCN(c4ccccn4)CC3)cc(-c3cccc(Br)c3)nc12	0	-7	0.7	8	11	i	-1	-0.6	1.9
COc1cccc(-c2nnc(NC(=O)c3ccc(S(=O)(=O)N4CC(C)OC(C)C4)cc3)o2)c1 (stereo not given)	-1	6	/	5	0	/	2	-0.5	-1.2
Cc1c(C(c2cc(O)ccc2O)c2c(C)n(C)n(-c3ccccc3)c2=O)c(=O)n(-c2ccccc2)n1C	/	-8	-14	-8	-25	-0.7	-7	0.1	-0.8
CSc1nnc(-c2cnccn2)n1CCCN1CCCC1=O	2	0	/	5	-10	-0.4	0	0.0	0.2
Cc1ccc(S(=O)(=O)N2CCC(C(=O)NCc3ccccc3CN3CCCC3)CC2)cc1	/	11	-0.5	-6	6	-0.2	-3	0.1	-1.6
O=C(NCc1ccc(Cl)c(Cl)c1)c1cccnc1	5	-6	/	3	-17	i	-2	0.1	-0.2
Cc1nc(-c2ccccc2)nn1-c1ccc([N+](=O)[O-])cc1	/	0	0.1	-30	9	i	11	1.5	/
O=C(Nc1ccccc1F)c1cc2nc(C(F)F)cc(C(F)F)n2n1	-1	5	/	-5	-8	-12	-2	-6.4	0.5
COc1cccc(OCCOCC(O)CN2CCN(Cc3ccc(Cl)cc3)CC2)c1 (stereo not given)	0	12	0.5	-4	-5	i	-3	-0.9	2.1
CCCN1C(=O)c2ccccc2NC1c1ccc(OC)cc1O (stereo not given)	5	-5	/	0	10	0.3	-7	0.7	-0.7
O=C(NC1CC2CCC(C1)N2C(=O)NC1CCCCC1)NC12CC3CC(CC(C3)C1)C2 (stereo not given)	-4	-9	/	-1	-6	-0.2	-4	1.1	-1.7
CC(=O)Nc1cccc(-c2ccnc3c2CC(C)(C(=O)NCc2ccncc2)O3)c1 (stereo not given)	/	-3	-4.0	1	/	-0.3	1	-0.1	/
O=C(NCc1ccco1)Nc1cccc([N+](=O)[O-])c1	2	-13	0.9	-21	-1	i	0	-1.7	-2.0
CCN(CC)C(=O)C1=C(C)NC(=S)NC1c1cn(-c2ccccc2)nc1-c1ccc(Cl)cc1 (stereo not given)	-5	25	/	-3	-2	-0.6	-1	-0.5	0.1
C=CCn1c(C)nc2ccccc2c1=O	2	9	2.3	3	-10	-0.3	-2	-0.9	-1.5

Filtered by structure: the entries above with a nitro group on carbon
SMILES	SARS 3CLpro inh	Yp Topo-I inh	TcdB inh	PrPC TRFRET	PriA SSB inh	Vc quorum ag	Anthrax LF inh2	BoNT A protease	PfHsp40 yeast
Cc1nc(-c2ccccc2)nn1-c1ccc([N+](=O)[O-])cc1	/	0	0.1	-30	9	i	11	1.5	/
O=C(NCc1ccco1)Nc1cccc([N+](=O)[O-])c1	2	-13	0.9	-21	-1	i	0	-1.7	-2.0

(more compounds)
SMILES	SARS 3CLpro inh	Yp Topo-I inh	TcdB inh	PrPC TRFRET	PriA SSB inh	Vc quorum ag	Anthrax LF inh2	BoNT A protease	PfHsp40 yeast
COc1cccc(CNc2nc3cc(-c4ccc(F)cc4)sc3c(=O)n2C)c1	/	-3	1.3	3	/	0.7	0	-0.2	/
O=C(Nc1nc(-c2ccc(F)cc2)cs1)C1CCCO1 (stereo not given)	1	5	/	10	-13	-0.2	1	0.1	0.4
O=C(NCc1ccncc1)C(=O)NCC1OCCCN1S(=O)(=O)c1cc(F)ccc1F (stereo not given)	-3	3	-1.3	6	-12	-1.3	2	-0.3	-0.8
CCOC(=O)Cn1c(CN2CCN(C(=O)c3ccco3)CC2)nc2c1c(=O)n(C)c(=O)n2C	-7	3	0.6	6	3	-0.4	-2	0.7	-0.2
O=C(C1=C(O)C(=O)N(CCOCCO)C1c1cccs1)c1cccs1 (stereo not given)	-8	4	/	-3	7	i	-4	0.5	-0.1
O=c1[nH]c2ccc(NCc3ccc(F)cc3)cc2[nH]1	-7	-2	6.5	-3	19	0.7	-8	-3.5	2.4
COc1ccc(CNC(=O)CSc2nn3c(=O)c(C(C)(C)C)nnc3s2)cc1OC	2	5	2.2	-2	6	i	0	0.4	0.5
CCN(CC)CCCNC(=O)c1ccc(OCC(=O)Nc2ccccc2C(F)(F)F)c(OC)c1	3	-10	0.7	-3	0	-0.2	2	0.7	1.5
CCCC(CCC)C(=O)OC1C[C@H]2CC[C@@H](C1)[N+]2(C)C (stereo not given in full)	-5	-3	0.9	-3	-8	-3.8	-9	-0.3	-0.2
O=C(N/N=C/c1ccncc1)c1ccc(NS(=O)(=O)c2cccs2)cc1	0	1	0.6	-5	/	-0.5	-6	-1.0	1.6
CC1CCc2nc(NC(=O)Cc3cccs3)sc2C1 (stereo not given)	5	0	/	2	-14	i	5	0.6	4.8
COCCn1c(C)cc(C(=O)CSc2nc(C)cc(C)c2C#N)c1C	-5	7	/	2	5	i	0	-0.8	-0.2
Cn1c(SCC(=O)Nc2ccc(C(=O)O)cc2)nc2scc(-c3ccccc3Cl)c2c1=O	/	-1	-3.9	6	-3	0.4	-4	-0.1	0.7
COC(=O)C1=C(c2ccc(F)cc2OCc2ccccc2)C[C@@H]2CC[C@H]1N2C(=O)NCc1ccc(C(C)(C)C)cc1	/	7	2.1	-2	-8	0.6	-1	0.3	0.6
CCOC(=O)c1cc(NC(=O)Cc2ccc(S(=O)(=O)N3CCOCC3)s2)cc(C(=O)OCC)c1	/	-1	0.9	1	-13	2.8	1	0.2	-0.2
CCn1cc(C(=O)NCCCOC(C)C)c(=O)c2cc(S(=O)(=O)N3CCCC3)ccc21	1	6	-0.4	-6	-5	-0.5	2	1.3	-1.3
Cc1cc(OC(C)C(=O)Nc2ccc(S(=O)(=O)Nc3onc(C)c3C)cc2)cc(C)c1Cl (stereo not given)	7	17	-2.6	-1	-2	i	0	2.0	3.3
O=C(c1sc2ccccc2c1Cl)N1CCC2(CC1)OCCO2	-4	13	1.0	/	-2	i	-3	?	0.0
CCOC(=O)N1CCN(C(=S)NC(=O)c2cc(Br)ccc2Cl)CC1	1	6	2.2	0	-6	-0.5	-2	-0.4	0.9
Cc1cccc(-n2cnc3cc(C(=O)NCCN4CCOCC4)ccc32)c1	/	5	1.4	-6	/	i	0	-0.3	/
O=C(Cn1nc(Cl)nc1Cl)c1ccccc1	5	6	0.9	-4	-1	0.7	5	-2.1	1.0
COC(=O)C1=C(C)NC2=C(C(=O)CCC2)C1c1coc2ccccc2c1=O (stereo not given)	-1	3	/	-4	-17	0.7	0	-0.3	-0.2
CCCCC(=O)N(Cc1ccc2c(c1)OCO2)Cc1nc2ccccc2c(=O)[nH]1	4	6	-1.3	4	-11	-0.5	-2	0.4	1.8
O=C(NC1CC(=O)N(c2ccc(F)cc2)C1)C(=O)c1c[nH]c2ccccc12 (stereo not given)	/	0	0.2	-2	-7	i	-3	0.4	0.1
CCC1(CC)C(=O)NC(=O)NC1=S	/	8	1.7	6	-9	i	-7	0.0	1.4
Cn1nnnc1SCC1=C(C(=O)O)N2C(=O)C(NC(=O)Cn3nc(C(F)F)cc3C3CC3)C2SC1 (stereo not given)	4	5	-0.2	-8	-5	0.8	-6	-0.8	-0.9
O=C(Nc1cccc(C(F)(F)F)c1)C(Sc1n[nH]c(=O)[nH]c1=O)c1ccccc1 (stereo not given)	2	-3	2.4	-3	5	-0.3	0	-0.1	0.5
COc1cccc(C(c2c(N)n(C)c(=O)n(C)c2=O)C(C)[N+](=O)[O-])c1 (stereo not given)	0	0	-4.7	12	-8	-0.4	-4	-1.1	-1.4
FC(F)(F)c1cccc(NC(=S)NC(c2ccccc2)c2ccccc2)c1	2	2	1.3	2	-23	-0.6	1	0.6	0.3
COCCNc1c2c(nc3ccccc13)CCC2	1	1	0.4	1	-1	-0.4	-1	2.6	-1.2
Cc1onc(-c2ccccc2Cl)c1NC(=O)NCc1cccs1	4	4	1.2	-1	-8	-0.2	-4	-1.2	-1.0
O=C(NCc1ccccc1)C(=O)c1cn(CC(=O)N2CCOCC2)c2ccccc12	2	11	0.9	-15	-33	-0.2	/	/	-0.7
COc1cc(NC(=O)c2ccc(N3CCCC3=O)cc2)cc(OC)c1	/	5	1.2	-6	-7	-7.1	-2	0.1	2.6

Complete entries, quoted from the list.
Record of `COC(=O)C1=C(C)NC2=C(C(=O)CCC2)C1c1coc2ccccc2c1=O` (stereo not given) = SARS 3CLpro inh: -1; Yp Topo-I inh: 3; TcdB inh: /; PrPC TRFRET: -4; PriA SSB inh: -17; Vc quorum ag: 0.7; Anthrax LF inh2: 0; BoNT A protease: -0.3; PfHsp40 yeast: -0.2
Record of `O=C(Cn1nc(Cl)nc1Cl)c1ccccc1` = SARS 3CLpro inh: 5; Yp Topo-I inh: 6; TcdB inh: 0.9; PrPC TRFRET: -4; PriA SSB inh: -1; Vc quorum ag: 0.7; Anthrax LF inh2: 5; BoNT A protease: -2.1; PfHsp40 yeast: 1.0

Bioassay records: PubChem BioAssay, several laboratories

The list is partial. The share of hits here may be higher or lower than overall.
